Compound activity as filed in PubChem BioAssay.
TNAP inh noacc = inhibitors of human TNAP without phosphate acceptor. hit rate 0.26% among 200,000. P05186. purified TNAP, CDP-star luminescence, 30 min. AID 1012. inhibition, % at 20 µM;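 active = tissue-nonspecific alkaline phosphatase inhibition above about 50% at 20 µM in the single-dose screen, limit read from the data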;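 note: 0% = DMSO negative control and 100% = EDTA positive control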
Target sequence (P05186 whole entry, looked up): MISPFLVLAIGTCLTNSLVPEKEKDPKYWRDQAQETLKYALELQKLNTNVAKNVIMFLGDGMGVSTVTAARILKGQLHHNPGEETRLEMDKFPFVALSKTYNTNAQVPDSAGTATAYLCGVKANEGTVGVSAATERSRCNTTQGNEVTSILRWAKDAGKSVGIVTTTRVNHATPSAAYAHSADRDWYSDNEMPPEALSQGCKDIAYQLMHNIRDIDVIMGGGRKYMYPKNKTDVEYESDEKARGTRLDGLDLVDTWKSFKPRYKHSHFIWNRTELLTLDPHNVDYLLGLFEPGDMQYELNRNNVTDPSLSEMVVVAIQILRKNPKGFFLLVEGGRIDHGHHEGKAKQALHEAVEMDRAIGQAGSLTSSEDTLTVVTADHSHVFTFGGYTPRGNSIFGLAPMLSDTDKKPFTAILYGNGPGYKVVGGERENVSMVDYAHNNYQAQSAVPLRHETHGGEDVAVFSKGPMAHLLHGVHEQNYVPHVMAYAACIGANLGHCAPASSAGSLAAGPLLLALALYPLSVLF
bIAP act = increases bovine intestinal alkaline phosphatase activity. hit rate 0.17% among 200,000. purified bovine IAP, CDP-star luminescence, 30 min; active compounds read high; fold of DMSO-control signal, blank-subtracted. AID 1016. activation factor at 20 µM;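 active = activation factor of 2 or more at 20 µM, a signal rise over negative controls twice the positive control's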
HMGR II inh = blocks class II HMG-CoA reductase of Enterococcus faecalis. inhibition, % at 10 µM. purified E. faecalis HMGR, NADPH absorbance 340 nm kinetic. hit rate 0.41% among 190,000. AID 1066;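 active = inhibition above a set limit, the median over all tested compounds plus 3 SD, cut at about 9.5% in these data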;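 note: enzyme runs in reverse so mevalonate oxidation gives rising NADPH absorbance; 0% = complete reaction with DMSO and 100% = background rate lacking mevalonate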
PPARg SRC1 recr = agonists of human PPARgamma SRC-1 coactivator recruitment; PPARgamma-SRC-1 coactivator recruitment biochemical assay; hit rate 0.41% among 200,000; activation, % at 8 µM; P37231; AID 631; in the data active = activation above about 19%;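 note: 0% = DMSO and 100% = reference agonist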
Target sequence (P37231 whole entry, looked up): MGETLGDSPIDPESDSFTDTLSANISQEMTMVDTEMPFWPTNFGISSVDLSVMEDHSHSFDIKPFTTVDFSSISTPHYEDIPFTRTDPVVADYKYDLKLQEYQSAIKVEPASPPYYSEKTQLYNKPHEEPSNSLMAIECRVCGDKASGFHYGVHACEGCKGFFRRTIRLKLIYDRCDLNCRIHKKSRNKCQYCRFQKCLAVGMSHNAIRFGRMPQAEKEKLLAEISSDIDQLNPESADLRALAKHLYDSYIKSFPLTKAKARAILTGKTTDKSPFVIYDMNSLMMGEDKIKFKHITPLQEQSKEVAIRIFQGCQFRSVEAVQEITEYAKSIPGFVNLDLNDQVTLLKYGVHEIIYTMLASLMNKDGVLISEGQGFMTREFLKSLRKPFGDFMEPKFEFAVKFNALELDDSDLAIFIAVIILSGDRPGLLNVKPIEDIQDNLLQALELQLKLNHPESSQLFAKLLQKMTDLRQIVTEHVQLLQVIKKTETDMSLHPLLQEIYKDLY
PPARg SRC2 recr = PPARgamma-driven SRC-2 recruitment agonism | hit rate 0.34% among 200,000 | AID 1032 | activation, % at 8 µM | PPARgamma LBD-SRC-2 recruitment, biochemical | P37231; in the data active = activation above about 22%;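 note: 0% = vehicle and 100% = reference agonist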
TNAP act hi DEA = activators of human TNAP at high phosphate acceptor concentration; P05186; purified TNAP, CDP-star luminescence, 1 M DEA, 30 min; active compounds read high; 0 = EDTA background, 1 = DMSO-only activity; activation factor at 20 µM; 200,000 tested, under 10 active;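 active = activation factor at least 2 at 20 µM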
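Assay system: human TNAP; Input: enzyme diluted 1/800 final; Reagent: CDP-star luminogenic substrate at 100 µM final; Timing: 30 min, room temperature; Signal: luminescence; Evaluation: TNAP activation factor scaled between EDTA and DMSO control wells.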
TR-FRET SRC-2 ct = TR-FRET artefact, counter-screen to PPARgamma/SRC-2 agonist assay; AID 1049; hit rate 0.4% among 200,000; TR-FRET ratio at 8 µM; active compounds read high; in the data active = TR-FRET ratio above about 2000; note: inactives centre near 1500
PPARg SRC3 recr = agonists of human PPARgamma SRC-3 coactivator recruitment; biochemical PPARgamma/SRC-3 coactivator recruitment assay; activation, % at 8 µM; hit rate 0.26% among 200,000; AID 731; in the data active = activation above about 23%;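 note: 0% = DMSO and 100% = reference agonist; some compounds past the cut are filed as inactive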
TNAP inh hiacc = TNAP (human) inhibition, high acceptor; purified TNAP, CDP-star luminescence, 1 M DEA; P05186; hit rate 0.03% among 200,000; inhibition, % at 20 µM; AID 1135;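 active = over 50% inhibition of tissue-nonspecific alkaline phosphatase at 20 µM in the single-dose screen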;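 note: plate controls were DMSO wells for no effect and EDTA-quenched wells as full inhibition for full effect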
bIAP inhibitor = intestinal alkaline phosphatase (bovine) inhibition | purified bovine IAP, CDP-star luminescence, 30 min | inhibition, % at 20 µM | 190,000 tested, under 10 active | AID 1019;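 active = over 50% inhibition of intestinal alkaline phosphatase at 20 µM in the single-dose screen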
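System: purified bovine intestinal alkaline phosphatase (IAP) enzyme; Input: IAP diluted 1/65,000,000 in the well; Measured by: CDP-star luminescence signal; Compound dosing: 20 µM single dose; Incubation: 30 min reaction at room temperature.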
* = called active by the depositor; . = no result given.

SMILES	TNAP inh noacc	bIAP act	HMGR II inh	PPARg SRC1 recr	PPARg SRC2 recr	TNAP act hi DEA	TR-FRET SRC-2 ct	PPARg SRC3 recr	TNAP inh hiacc	bIAP inhibitor
COc1ccccc1N1CCN(C(=O)CN(c2ccc(C)c(C)c2)S(C)(=O)=O)CC1	-10	1.1	-6	-2	0	1.1	1603	-1	-7	-9
C=CCn1c(N)cc(=O)nc1SCC(=O)NC(C)c1ccccc1 (centres undefined)	-6	1.1	-3	-2	8	1	1485	0	-1	-6
O=C(CC1CCCCC1)N1CCC(c2nc(-c3ccc(S(=O)(=O)N4CCCC4)cc3)no2)CC1	-7	1.1	1	16	9	1	1530	5	-4	-9
CCOCCn1c(=NC(=O)c2cc3ccccc3oc2=O)sc2cc(S(N)(=O)=O)ccc21	-13	1	-5	3	-5	0.9	1464	4	6	-3
CCOC(=O)N1CCN(CC(O)COC2CC(C)CC(C)(C)C2)CC1 (centres undefined)	0	1.2	0	2	4	1	1635	11	0	-18
COc1ccccc1COC(=O)Nc1c(C)nn(C)c1Cl	-2	1.1	-5	-5	8	1	1780	0	-2	-8
COc1cccc(C2CC(c3ccccc3C)n3nc(N)nc3N2)c1 (centres undefined)	-15	0.9	-5	10	-5	1	1576	-1	2	5
CCOC(=O)N1CCN(C(=O)c2ccc(OC)c(OC)c2)CC1	-2	1.1	-1	8	11	1.1	1683	8	-5	-10
Cn1cccc1CC(=O)N/N=C\c1cccs1	-5	1.1	-1	6	6	1	1675	4	0	-12
O=C(N/N=C/c1ccc(O)c([N+](=O)[O-])c1)C1CC1(c1ccccc1)c1ccccc1 (centres undefined)	6	1	-2	6	10	0.9	1607	4	6	-4
CC(C(=O)N/N=C/c1ccc(N(C)C)c(Br)c1)N(c1ccccc1)S(C)(=O)=O (centres undefined)	13	1	-2	6	0	1	1685	-8	-4	-1
CCN1C(=O)/C(=C\c2cn(CCC#N)nc2-c2ccc(F)cc2)SC1=S	-9	1.4	1	-1	5	0.9	1665	3	5	-43
OCCCc1cn(-c2ccccc2)c2ccccc12	-8	1	-1	5	5	1.1	1452	1	-7	-1
CN1CCN(S(=O)(=O)c2ccc(-c3ccc(S(=O)(=O)N4CCN(C)CC4)cc3)cc2)CC1	5	1.1	.	.	.	1.1	.	.	-6	-6
Cn1c(=O)c2ncn(CC(=O)Nc3ccc(N4CCOCC4)cc3)c2n(C)c1=O	-2	1	1	-4	-1	1.1	1595	5	-10	-3
O=C(NCn1cnccc1=O)c1ccccc1	-5	0.9	3	1	5	1	1653	11	-3	13
Cn1c(=O)c2c(nc(N3CCNCC3)n2Cc2ccccc2Cl)n(C)c1=O	-10	1	-3	3	-4	1	1447	0	-4	2
CCOc1ccc(CN2CCN(C3CCSCC3)CC2CCO)cc1 (centres undefined)	-9	1	0	4	3	1	1464	4	-3	1
C=CCn1cnc2c(nnn2-c2ccc(C)c(C)c2)c1=O	-17	0.9	0	2	-5	1	1483	-3	-3	14
O=C(CSC1=NCCN1)NC12CC3CC(CC(C3)C1)C2	-14	0.8	-8	5	6	1	1580	6	-4	17
CCCc1nn(C)c2c1C(c1cccnc1)C(C#N)=C(N)O2 (centres undefined)	-10	1	0	1	-3	1	1545	4	0	4
COc1cccc(C2CC(C(F)(F)F)n3ncc(C(=O)NCc4ccco4)c3N2)c1 (centres undefined)	-4	1	-2	5	12	1	1570	12	1	1
COC(=O)Cn1cc(C(=O)C2CC2)c2ccccc21	-9	0.9	-2	-1	-7	1	1451	4	0	7
Cc1ccc(CSCCNC(=O)/C=C/c2ccccc2Cl)cc1	-7	1	-4	2	12	1	1618	-1	-1	-1
CC(C)[C@H](NC(=O)c1ccco1)C(=O)OCC(=O)N1CC(=O)Nc2ccccc21	-13	1.1	-8	-10	-2	1	1424	5	-5	-14
CCOC(=O)c1sc2ccccc2c1OC(=O)c1ccccc1	-4	0.7	-7	10	5	1	1430	3	-2	27
O=S1(=O)CCN(Cc2ccccc2Cl)CC1	-8	1	3	4	9	1.1	1582	-7	-6	3
CSc1ccc(NC(=O)N2CCN(c3nc4ccccc4s3)CC2)cc1	-3	1.1	-4	0	0	1	1365	-2	-5	-7
COc1ccc(C(=O)Nc2ccc(OC)c(OC)c2)cc1	-12	0.9	-6	6	7	1	1470	2	-5	12
O=C(N/N=C\c1c(O)ccc2ccccc12)c1ccc(S(=O)(=O)N2CCCCC2)cc1	-16	0.8	-4	-8	-5	0.9	1514	-4	11	16
Cc1nc(Nc2ccc(S(=O)(=O)N3CCCCC3C)cc2)c2nnn(Cc3ccccc3)c2n1 (centres undefined)	0	0.9	1	5	-3	1	1554	3	5	8
Cc1nc(-c2ccccc2)cs1	-2	1	-4	-1	7	1.1	1532	-2	-6	0
O=C(NCC1CCCO1)c1ccc2c(c1)OCO2 (centres undefined)	-7	1	0	4	5	1.1	1300	9	-6	-2
Cc1[nH]n(-c2ccccc2)c(=O)c1C(C[N+](=O)[O-])c1ccc(Cl)cc1 (centres undefined)	-2	1	0	2	3	1	1491	6	0	1
Cc1cc(C(=O)CN2C(=O)c3ccccc3S2(=O)=O)c(C)n1-c1ccccc1	0	0.9	0	6	8	1	1761	11	-3	11
CCOc1ccc(C(=O)NC(C)C2COc3ccccc3O2)cc1 (centres undefined)	-8	1	-8	1	-2	1.1	1196	14	-6	-3
CCOC(=O)C1(Cc2cccc(Cl)c2)CCCN(C(=O)c2ccc(C)nc2)C1 (centres undefined)	-11	1	-4	1	4	1.1	1519	0	-9	0
CCOc1ccccc1NC(=O)CCC(=O)O	-8	1	-4	-4	-5	1.1	1499	-12	-8	-1
N#Cc1ccc2ccn(CC(=O)N3CCCc4ccccc43)c2c1	-12	0.9	-2	17	7	1.1	1794	7	-8	10
COc1ccc(C2C(C(C)=O)=C(O)C(=O)N2c2ccc(Br)cn2)cc1 (centres undefined)	-7	1	0	17	20	1	1804	18	-4	-3
Cc1c(O)nc(SCC(=O)Nc2ccc3c4c(cccc24)CC3)n(-c2ccccc2)c1=O	-17	0.9	6	1	5	1	1457	2	-4	7
Cc1cc(NC(=O)C2CC(c3ccc(F)cc3)=NO2)n(-c2ccccc2)n1 (centres undefined)	8	1	-6	0	-1	1.1	1779	10	-6	-2
CCCCCC(=O)NCc1c(C(F)(F)F)nn(C)c1N1CCOCC1	-3	0.9	-3	-5	-7	1	1536	-4	2	9
Cc1ccc(CNC(=O)CO/N=C/c2ccc(C(C)(C)C)cc2)cc1	-10	1	0	1	-4	1	1445	-1	-3	-3
O=C1Cn2c(nc3ccccc32)-c2ccccc2N1	-3	1	1	1	5	0.9	1526	1	6	-2
Cc1c(Cl)c([N+](=O)[O-])nn1CCCC(=O)Nc1cccnc1	-18	1.3	-4	-1	1	1.1	1517	-1	-7	-25
COc1cc(/C=C2\C(=N)N3N=CSC3=NC2=O)cc(Br)c1OC(=O)c1ccco1	-3	1.1	-1	5	6	0.9	1432	2	8	-13
CN1N=C(/C=C/c2ccccc2)CCC1=O	-3	0.9	-2	3	7	1.1	1486	2	-5	5
Cc1ccc(NC(=O)CSc2nc(=O)cc(N)n2-c2ccccc2)cc1	-13	1.1	-5	5	2	1.1	1707	-4	-9	-8
CC(C)CCNC(=O)CN(C(=O)CCC(=O)Nc1ccccn1)c1ccc2c(c1)OCO2	-14	0.9	-3	-3	-3	1.1	1528	5	-5	6

Following part.
SMILES	TNAP inh noacc	bIAP act	HMGR II inh	PPARg SRC1 recr	PPARg SRC2 recr	TNAP act hi DEA	TR-FRET SRC-2 ct	PPARg SRC3 recr	TNAP inh hiacc	bIAP inhibitor
C/C(=C1/SC(N2CCCC2)=NC1=O)c1ccc(Br)cc1	-10	0.9	-5	12	-2	1	1692	8	-5	6
N#CC1=C(N)Oc2cc(N)ccc2C1c1ccsc1 (centres undefined)	-11	1	0	2	1	1	1619	7	-2	-1
CCCNC(=O)COC(=O)/C(C#N)=C/c1cc(C)n(CCC)c1C	-1	1	0	10	5	0.9	1547	1	6	2
CC(=O)Nc1cccc(NC(=O)CSc2ccc(C(F)(F)F)cc2[N+](=O)[O-])c1	-8	0.9	3	10	5	1	1725	13	-2	6
Cc1ccc(NC(=O)CCC(=O)NNS(=O)(=O)c2ccccc2)c(C)c1	-9	1.1	-3	-11	-10	1	1407	0	2	-5
O=C(Nc1ccccc1)c1cccc(S(=O)(=O)Oc2ccc([N+](=O)[O-])cc2)c1	-8	1	0	6	4	1	1729	4	0	3
CC(=O)NCCC(Cc1ccccc1)c1ccco1 (centres undefined)	0	0.9	-7	1	8	1	1520	-4	0	12
O=C(Nc1ccc(Cl)c(Cl)c1)c1cccc(S(=O)(=O)NCc2cccnc2)c1	0	0.8	-7	7	2	1	1591	-1	3	19
Cc1ccc(NC(=O)C2CCN(S(=O)(=O)c3cnc[nH]3)CC2)cc1C	-2	1	-3	-3	0	1	1503	-2	2	-4
O=C(COC(=O)COc1ccc2ccccc2c1)Nc1cc(C(F)(F)F)ccc1N1CCOCC1	-16	0.5	-5	12	5	1	1639	4	0	.

An excerpt of these results, bar-delimited:
smiles | TNAP inh noacc | bIAP act | HMGR II inh | PPARg SRC1 recr | PPARg SRC2 recr | TNAP act hi DEA | TR-FRET SRC-2 ct | PPARg SRC3 recr | TNAP inh hiacc | bIAP inhibitor
Cc1ccc(CNC(=O)CO/N=C/c2ccc(C(C)(C)C)cc2)cc1 | -10 | 1 | 0 | 1 | -4 | 1 | 1445 | -1 | -3 | -3
O=C1Cn2c(nc3ccccc32)-c2ccccc2N1 | -3 | 1 | 1 | 1 | 5 | 0.9 | 1526 | 1 | 6 | -2
Cc1c(Cl)c([N+](=O)[O-])nn1CCCC(=O)Nc1cccnc1 | -18 | 1.3 | -4 | -1 | 1 | 1.1 | 1517 | -1 | -7 | -25
COc1cc(/C=C2\C(=N)N3N=CSC3=NC2=O)cc(Br)c1OC(=O)c1ccco1 | -3 | 1.1 | -1 | 5 | 6 | 0.9 | 1432 | 2 | 8 | -13
CN1N=C(/C=C/c2ccccc2)CCC1=O | -3 | 0.9 | -2 | 3 | 7 | 1.1 | 1486 | 2 | -5 | 5

The list continues.
SMILES	TNAP inh noacc	bIAP act	HMGR II inh	PPARg SRC1 recr	PPARg SRC2 recr	TNAP act hi DEA	TR-FRET SRC-2 ct	PPARg SRC3 recr	TNAP inh hiacc	bIAP inhibitor
Cc1ccc2nc(-c3ccc(NS(=O)(=O)c4ccc(F)c(F)c4)cc3)sc2c1	-11	0.9	-5	-3	-10	0.9	1603	-3	6	8
O=C(NCc1ccco1)c1ccc(Cn2c(=O)c3sccc3n(Cc3ccc(F)cc3)c2=O)cc1	26	0.9	-7	1	3	1	1680	7	-4	10
O=C(NCc1nnc(SCC(=O)N2CCOCC2)o1)c1cccs1	-11	0.9	0	-5	-7	1.1	1479	-2	-7	12
CCOc1c2ccc(C(=O)NCc3ccc(C)cc3)cc2nn1CC	-11	1	.	6	9	1	1512	-3	-1	-3
O=C(Cn1cncn1)NCc1ccc(Cl)cc1	11	1	-6	1	-3	1	1391	-1	-2	0
CC1(C)CC(=O)C2=C(C1)N(CCN1CCOCC1)C1=C(C(=O)CC(C)(C)C1)C2c1ccc(Cl)c([N+](=O)[O-])c1	-10	1	3	7	0	1	1540	1	-2	-4
C/C(=N/NC(=O)c1cccs1)c1cccc(NC(=O)C2CC2)c1	-6	1	-4	-3	1	1	1397	-5	1	-1
Cc1ccc(S(=O)(=O)NC(=O)Nc2ccccc2)cc1	-10	1	-6	9	2	1	1636	4	-4	0
Cc1csc(NC(=O)CSc2nnc(-c3ccncc3)n2C)n1	-9	0.9	-3	-1	-12	1	1469	-2	-3	6
NNC(=O)c1ccc(COc2ccc3c(c2)CCC3)cc1	2	0.9	-4	4	3	1	1568	1	3	9
